BCR signal inh – chronic active BCR signaling inhibition; 0.05% of 340,000 active; ABC-DLBCL IkBa-CBG/CBR reporter, luminescence ratio, 4 h; Potency, µM (highest dose often 46.1 µM), without a hit: at the highest dose ratio change, negative = lower green/red ratio, most hits filed as inhibitors; active means well fitted inhibition curve with a large enough effect in the signal ratio, with a control signal flat, not every such curve was filed as active; inconclusive means small, poorly fitted or top-dose-only effect, or effect the other way, or a change in a side signal; the % refers to the signal ratio;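 further: potency means the concentration at half of the fitted maximal effect; plate controls were basal doxycycline-induced cells for no effect and cells given 10 µM MG132 for full effect; MG132 reads +100%, hits lower the ratio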
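Compounds up to 46 uM were incubated four hours with TMD8 cells whose green CBG68 luciferase is fused to IkappaBalpha; red CBR luminescence normalised the signal, and concentration-effect curves were fitted to fusion, red and ratio data.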
GALK inh – galactokinase (human) inhibition | P51570 | Purified GALK, Kinase-Glo residual ATP luminescence | Potency, µM (doses to about 57.5 µM), without a hit: at the top dose activity change, negative = inhibition, most hits filed as inhibitors | 0.007% of 270,000 active | AID 1868; further: potency means the concentration at half of the fitted maximal effect; on the % scale 0 is the no-effect control and ±100 the full control effect
Target sequence (P51570 whole entry, looked up): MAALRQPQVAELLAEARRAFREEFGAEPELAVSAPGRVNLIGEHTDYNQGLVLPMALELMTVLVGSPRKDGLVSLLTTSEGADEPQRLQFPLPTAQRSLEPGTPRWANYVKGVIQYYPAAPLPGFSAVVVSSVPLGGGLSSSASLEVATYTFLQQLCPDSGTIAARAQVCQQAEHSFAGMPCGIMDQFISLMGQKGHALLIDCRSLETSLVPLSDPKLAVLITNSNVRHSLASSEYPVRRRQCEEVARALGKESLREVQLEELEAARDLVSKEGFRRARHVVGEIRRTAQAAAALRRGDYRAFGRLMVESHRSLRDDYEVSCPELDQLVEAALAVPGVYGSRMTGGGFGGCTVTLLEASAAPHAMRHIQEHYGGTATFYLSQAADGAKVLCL
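Compounds were pin-transferred into ATP buffer (35 uM final), then GALK plus galactose (5 nM, 100 uM final) was added. After 1 h at room temperature, Kinase-Glo Plus was added and luminescence read after 10 min.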
TSHR antag – human thyrotropin receptor antagonism; P16473; TSHR-expressing cells, TSH-stimulated cAMP HTRF, 2 h; hits give low values; activity change, negative = inhibition, % at 11.5 µM; 0.2% of 330,000 active; AID 504810;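 active means activity change below a set negative limit, meaning inhibition stronger than a set level, cut at about -70% in these data; inconclusive means activity change between two set negative limits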; further: on the % scale 0 is the no-effect control and ±100 the full control effect
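Inhibition of cAMP made by TSHR-expressing cells under TSH stimulation (4nM final, EC80; 2 h, 37 deg C) is quantified with a one-step lysis HTRF kit, anti-cAMP cryptate versus cAMP-d2.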
FBPA coupling cs – counter-screen for Giardia aldolase inhibitors: coupling enzyme system; coupling enzyme system counterscreen, AmpLite Red fluorescence; activity change, negative = inhibition, % at 58.2 µM, hits read low; 0.67% of 290,000 active; in the data active means activity change below about -30%; further: on the % scale 0 is the no-effect control and ±100 the full control effect
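Activity here indicates interference with the coupling reaction, not aldolase inhibition. Compounds at 57.5 uM final met coupling enzymes for 10 min at RT; substrate and AmpLite Red detection followed, with a 525/598 nm fluorescence read after 20 min.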
Tb PFK block – T. brucei PFK enzyme inhibition | O15648 | T. brucei PFK, ADP-Glo luminescence | Potency, µM (top dose mostly 57.5 µM), without a hit: at the highest dose activity, negative = inhibition, hits mostly inhibitors | 0.17% of 330,000 active;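 further: potency means the concentration at half of the fitted maximal effect; 0% = uninhibited 1x PFK enzyme wells and -100% = no-enzyme wells; nearly all actives have a fitted effect of over 60% in size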
Target sequence (O15648 whole entry, looked up): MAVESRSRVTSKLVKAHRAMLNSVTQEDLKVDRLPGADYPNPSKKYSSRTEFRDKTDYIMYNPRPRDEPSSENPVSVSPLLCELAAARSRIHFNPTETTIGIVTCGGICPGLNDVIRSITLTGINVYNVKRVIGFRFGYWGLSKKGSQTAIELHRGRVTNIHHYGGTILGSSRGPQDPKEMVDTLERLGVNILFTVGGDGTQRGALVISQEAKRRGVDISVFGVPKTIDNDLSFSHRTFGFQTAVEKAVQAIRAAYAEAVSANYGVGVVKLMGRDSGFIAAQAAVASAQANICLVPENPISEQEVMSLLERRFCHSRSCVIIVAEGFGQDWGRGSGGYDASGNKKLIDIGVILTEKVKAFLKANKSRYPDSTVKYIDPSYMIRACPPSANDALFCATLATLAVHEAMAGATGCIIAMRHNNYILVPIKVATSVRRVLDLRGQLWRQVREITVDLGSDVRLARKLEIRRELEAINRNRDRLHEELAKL
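1.25 nM PFK with 0.5 mM F6P and 0.1 mM ATP in 0.1 M TEA pH 8.0, 5 mM MgCl2, incubated 45 min at room temperature; ADP measured by ADP-Glo luminescence; compounds titrated up to 57 uM.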
KCNH2 WT inh – KCNH2 (human, wildtype) channel inhibition; 0.37% of 340,000 active; AID 720551; U2OS, BacMam KCNH2, thallium flux FluxOr; hits give low values; activity change, % at 1.84 µM; Q12809;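 active means maximum activity change below -70%; inconclusive means maximum activity change between -70% and -50%; inactive means maximum activity change above -50%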; further: on the % scale 0 is the no-effect control and ±100 the full control effect
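U2OS cells transduced with wild-type KCNH2 virus are loaded with FluxOr dye for 45 min, and thallium flux is measured in kinetic reads before and after stimulation buffer. Rate constants are normalized to DMSO controls.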
A-T KAP1 phos – candidate therapy for ataxia-telangiectasia; 0.19% of 320,000 active; […] A-T fibroblasts, KAP-1 phosphorylation AlphaLISA; neocarzinostatin DNA damage 30 min before lysis; Potency, µM (top dose mostly 57.5 µM), for inactives: at the highest dose activation, actives largely listed as activators; further: potency means the concentration at half of the fitted maximal effect; % of control where 0% means no effect; nearly all actives have a fitted effect of over 45% in size
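ATM-like activity read as KAP-1 phosphorylation via AlphaLISA donor/acceptor antibody pairs after lysis and 6 hr at 25C. Cells were ATM-null patient fibroblasts ([…], hTERT), dosed 60 min, then exposed to the DSB inducer NCS for 30 min.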
MLL CXXC-DNA inh – inhibitors of human MLL CXXC domain-DNA interaction | Q03164 | MLL-CXXC / FITC-HOXA9 DNA fluorescence polarization | Potency, µM (top dose mostly 115 µM), for the others: top-dose activity change, negative = inhibition, hits mostly inhibitors | 0.037% of 290,000 active | AID 2662; active means well fitted inhibition curve with a large enough effect in the polarisation, with a control signal flat, not every such curve was filed as active; inconclusive means small, poorly fitted or top-dose-only effect, or effect the other way, or a change in a side signal; inactive means no such curve, though single readings can be large or run the other way; the % refers to the polarisation; further: potency means the concentration at half of the fitted maximal effect
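Purified MLL-CXXC (added from a 7 uM solution) was preincubated 5 min at ambient with pinned compounds in 50 mM Tris-HCl pH 7.5, 50 mM NaCl, 1 mM DTT, 0.05% BSA. Fluorescein-labeled HOX-A9 DNA (50 nM solution) followed, 30 min, then polarization read.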
Giardia killer – kills Giardia lamblia | Giardia lamblia trophozoite viability | activity change, % at 7.66 µM, hits read low | 0.15% of 340,000 active; in the data active means activity change below about -80%; inconclusive means between about -30% and that limit;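 further: parasites exposed to compound for two days anaerobically before the ATP read; on the % scale 0 is the no-effect control and ±100 the full control effect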
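Media and compound were dispensed first, then trophozoites at 100 cells/well; plates sat 48 hrs at 37 deg C without oxygen before ATP luminescence reagent was added and read after 15-30 min at room temperature.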
TCR activator – T cell receptor activation; primary human leukocytes, anti-CD3, IL-2 HTRF, 48 h; Potency, µM (series often up to 9.22 µM), for inactives: top-dose activation of IL-2 secretion, usual class: activators; 330,000 tested, under 10 active; further: % of control where 0% means no effect
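48 hr co-incubation of compounds, a-CD3 beads and primary human leukocytes; IL-2 quantified homogeneously by HTRF with anti-IL-2 K and d2 conjugates.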
* hit, by the source's call; ? = inconclusive; . = no result given; [ ] = remark or other dose. Unless noted, the call rests on the fitted dose curve; in most records, active means well fitted curve in the direction sought with a large enough effect; inconclusive means small, poorly fitted or top-dose-only effect, or another doubt; inactive means no such curve, though single readings can be large; an effect the other way counts as inactive or inconclusive.

SMILES	BCR signal inh	GALK inh	TSHR antag	FBPA coupling cs	Tb PFK block	KCNH2 WT inh	A-T KAP1 phos	MLL CXXC-DNA inh	Giardia killer	TCR activator
CN1CCN(C(=O)c2c(O)c3cccc4c3n(c2=O)CC4)CC1	2%	-1%	-5	0	4%	9	1%	-2%	7	3%
Cc1[nH]c2ccc(-c3nnc(SCC(=O)NCc4ccco4)n3Cc3ccccc3)cc2c1C	?	1%	-8	5	-2%	11	.	0%	-10	-1%
Cc1ccccc1NC(=S)N(CCN1CCCCCC1)Cc1cccs1	2%	0%	19	3	0%	4	-1%	-3%	-27	-12%
CC(=O)c1c(C)[nH]c(C(=O)N2c3ccccc3CC2C)c1C (stereo not drawn)	?	1%	16	-2	1%	-15	1%	-3%	36[activator]	-2%
CC(C)NC(=S)N/N=C/C1=CCC2CC1C2(C)C (stereo not drawn)	?	0%	-7	1	-4%	-1	5%	10%	1	4%[46.1 µM]
COc1cc2cnc(-c3ccccc3)c(-c3ccc([N+](=O)[O-])cc3)c2cc1OC	-2%	.	-9	.	1%	4	-5%	.	15	8%
O=C(Nc1ccc2ncccc2c1)c1ccccc1Br	?	.	5	-1	-3%	0	-5%	1%	10	.
O=C(CCC(=O)N1CCOc2ccc(Cl)cc21)NCc1ccccc1	10%	.	-10	0	-11%	5	-6%	.	-6	-1%
Oc1ccccc1-c1cc(C(F)(F)F)nc(-c2ccccc2)n1	3%	2%	-6	3	0%	18	2%	12%	-1	3%
O=c1[nH]c(C2CCN(S(=O)(=O)/C=C/c3ccccc3)CC2)nc2c1nnn2Cc1ccc(F)cc1	?	10%	-6	0	1%	-7	1%	-1%	10	-6%
Cc1c(NC(=O)c2cc(-c3ccccc3)on2)c(=O)n(-c2ccccc2)n1C	10%	2%	-7	2	6%	-8	10%	-2%	26	-1%
Cc1csc(=NC(=O)c2ccccc2)n1C	?	0%	-3	1	-2%	-1	-1%	8%	9	-6%[46.1 µM]
O=C(NCCS(=O)(=O)N1CCN(c2cccc(Cl)c2)CC1)C1CC1	-1%	.	5	.	?	27	3%	.	7	-5%
Cc1cc(C(F)F)nn1CC(=O)NC1CCCCCC1	0%	-5%	-11	.	1%	-5	-4%	3%	-11	-1%
Cc1cc(N)n(-c2ncnc3scc(-c4ccc(Cl)cc4)c23)n1	-2%	-2%	5	-4	-2%	-2	-3%	2%	6	4%[46.1 µM]
CC(C)C[C@@H](CN(N=O)[C@@H](Cc1ccccc1)CN(C)N=O)N(CCc1ccccc1)N=O	14%	0%	-11	-2	-13%	.	-2%	-27%	-18	-2%
COc1ccc(C2/C=C\CN(Cc3ccc(N(C)C)cc3)CC(=O)N2Cc2ccc(F)cc2)cc1 (stereo not drawn)	-2%	1%	-6	4	4%	-6	-10%	-15%	11	1%
CCCNC(=O)C1CCN(c2cc(-c3ccccc3)nc3ncnn23)CC1	5%	4%	-5	-2	-2%	-3	8%	-11%	9	-20%
COc1ccccc1NC(=O)C(C)OC(=O)CCCc1c[nH]c2ccccc12 (stereo not drawn)	-16%	.	8	.	-10%	-4	10%	.	-20	1%
CCCc1nc2ccccc2c(C(=O)OCC(=O)c2ccc3c(c2)NC(=O)CO3)c1CC	-12%	1%	-1	-3	-2%	-9	3%	-1%	-8	3%
CCOC(=O)N1CCN(c2nc3c(C)cccn3c(=O)c2C=O)CC1	6%	-2%	-5	0	-2%	2	-9%	45%[activator]	16	-1%
CCCCCCCCNc1ncnc2ccccc12	16%	0%	?	4	5%	41	-1%	-1%	5	1%
COc1ccc(NC(=O)c2cc(-c3cccs3)on2)cc1OC	0%	0%	-8	3	1%	-1	.	9%	-5	.
CC(=O)c1ccc(S(=O)(=O)N2CCC(c3nc4ccccc4[nH]3)CC2)cc1	11%	9%	-1	-2	-1%	9	22%	23%	6	-4%
COc1cc(C(=O)OCC(=O)c2cc(C)n(C)c2C)cc(OC)c1OC	-6%	0%	12	5	4%	8	28%	-3%	-12	.

A second format for some results above:
Structure | BCR signal inh | GALK inh | TSHR antag | FBPA coupling cs | Tb PFK block | KCNH2 WT inh | A-T KAP1 phos | MLL CXXC-DNA inh | Giardia killer | TCR activator
COc1ccc(C2/C=C\CN(Cc3ccc(N(C)C)cc3)CC(=O)N2Cc2ccc(F)cc2)cc1 (stereo not drawn) | -2% | 1% | -6 | 4 | 4% | -6 | -10% | -15% | 11 | 1%
CCCNC(=O)C1CCN(c2cc(-c3ccccc3)nc3ncnn23)CC1 | 5% | 4% | -5 | -2 | -2% | -3 | 8% | -11% | 9 | -20%

(cont.)
SMILES	BCR signal inh	GALK inh	TSHR antag	FBPA coupling cs	Tb PFK block	KCNH2 WT inh	A-T KAP1 phos	MLL CXXC-DNA inh	Giardia killer	TCR activator
Cn1c(=O)c2sccc2n2c(CCCC(=O)Nc3ccc(F)cc3F)nnc12	2%	-2%	27	5	1%	1	-2%	-5%	-28	1%
CCCC1(c2ccccc2)NC(=O)N(CC(=O)Nc2ccc(N3CCOCC3)cc2)C1=O (stereo not drawn)	-1%	.	.	.	1%	-12	3%	.	16	-5%
CSc1oc(-c2ccccc2)nc1C(N)=O	1%	2%	5	5	-1%	-22	1%	0%	16	0%
CC(CN1CCCCC1)OC(=O)Cc1ccc(Cl)cc1 (stereo not drawn)	1%	3%	-4	1	1%	37	10%	-5%	-3	17%
CCN1CCN(c2ncc(C(=O)Nc3c(F)cc(F)cc3Br)c3ccccc23)CC1	?	0%	-14	-5	1%	6	-1%	10%	4	-3%
Cc1cc(NC(=O)c2ccc(Cl)cc2)cc(C)c1OCC(=O)N1CCOCC1	-1%	5%	-6	.	2%	-10	8%	-6%	?	6%
O=C1C(Cl)=C(NCC2CCCO2)C(=O)N1C1CCCCC1 (stereo not drawn)	?	3%	6	1	1%	0	2%	-2%	-15	-2%
CC(C)(C)n1nnnc1C(c1cccc(C#N)c1)N1CCCCCC1 (stereo not drawn)	12%	-2%	1	.	1%	6	4%	15%	-9	-2%
CC[C@]1(C(=O)OC)[C@H]2C(=O)N(Cc3ccccc3)C(=O)[C@H]2[C@H]2CN=C(SCc3ccc(C#N)cc3)N21	-2%	.	-16	.	-1%	-8	5%	.	-3	-3%[46.1 µM]
C=C(C)Cn1c(C(C)NC(=O)CCC)nc2ccccc21 (stereo not drawn)	11%	0%	12	-1	-1%	-12	0%	1%	16	-3%
O=C(NN=C1CCCCCC1)c1ccc2c(c1)OCO2	?	4%	5	2	0%	-1	9%	-5%	5	-1%
CN1C(=O)N(C)c2ccc(Br)c3cccc1c23	0%	4%	3	0	-1%	-2	-3%	1%	-9	-6%
c1nnc(NC2=NCCC2)s1	24%	2%	11	-3	0%	4	.	7%	-5	5%
CC1CC(=O)N(CC(=O)Nc2ccc3c(c2)OCO3)c2ccccc2S1 (stereo not drawn)	?	-5%	-3	-2	-4%	-3	1%	2%	0	2%
COCCNC(=O)CN1N=C(c2ccc(OC)cc2)CCC1=O	-1%	-1%	3	-3	1%	2	-5%	4%	4	0%
NC(=O)c1ccc(NC(=O)COC(=O)C2CC3C=CC2C3)cc1 (stereo not drawn)	4%	.	5	.	-1%	4	-3%	.	26	0%
O=C(c1nn2c(C(F)(F)F)cc(-c3ccccc3)nc2c1Cl)N1CCOCC1	7%	2%	3	2	3%	3	0%	-8%	9	2%
CCOc1ccc(C(=O)N2CCN(S(=O)(=O)c3ccc4c(c3)OCCO4)CC2)cc1OCC	0%	.	2	.	-7%	14	2%	.	-7	.
O=C(Nc1cccc(/C=C/c2ccccn2)c1)c1cc(Cl)ccn1	?	-1%	-6	-3	-1%	-14	2%	?	-5	5%
Cc1ccc(NC(=O)NCc2ccc3c(c2)OCO3)c(C)c1	?	1%	2	-8	0%	8	1%	2%	-2	1%
CC1C/C(=C/c2ccccn2)C(=O)/C(=C/c2ccccn2)C1 (stereo not drawn)	?	-2%	-1	-1	1%	-3	26%	-8%	-15	0%
Cc1ccc(C)c(NC(=O)CCN2CCOCC2)c1	5%	6%	0	2	-3%	-6	0%	-2%	10	0%
Cc1ccc(OC(=O)CCC(=O)Nc2ccc(Br)cc2)cc1	1%	0%	-3	-1	-2%	-6	4%	4%	-8	12%[46.1 µM]
COc1ccccc1C(=O)NCC(=O)n1nc(C)cc1C	3%	7%	-3	0	3%	-10	-1%	11%	5	4%
Cc1cc([N+](=O)[O-])nn1CC(=O)N/N=C/c1ccccc1Br	-11%	-3%	-4	1	-6%	-2	10%	1%	14	0%
O=C(NN1C(=O)c2ccccc2NC1c1ccccc1OCc1ccccc1)c1ccncc1 (stereo not drawn)	?	-1%	-2	1	0%	-2	2%	8%	9	-2%
O=C(CN1C(=O)NC2(CCCC2)C1=O)OCc1ccc(F)cc1	?	.	-11	.	1%	3	2%	.	1	0%
COC(=O)C1CCN(C(=O)COC(=O)c2oc3ccccc3c2C)CC1	-1%	.	22	.	0%	-4	14%	.	23	-1%
O=C(Cc1c(F)cccc1Cl)NNC(=O)c1ccncc1	1%	.	4	.	3%	4	0%	.	-7	0%
O=c1c(C/C=C/c2ccccc2)c(O)ccn1CCc1c[nH]c2ccccc12	?	3%	-11	0	-6%	-1	-6%	?	9	2%

No enrichment for hits (roughly 1.6% active in at least one column).
